TAG inh: inhibitors of triacylglycerol accumulation. inhibition, % at 12.5 µM. H9c2 cells, Nile Red lipid (TAG) fluorescence; cells loaded with 200 µM oleic acid. 0.66% of 230,000 active;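 active = pattern-corrected inhibition of lipid staining of at least 50% with the nuclear-stain viability signal not falling by more than 50%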;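 note: 0% = DMSO wells and 100% = triacsin C control wells; some results filed as inactive read as strong as hits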
TAG inh DAPI viability: further read-out of TAG inh, marked with its call; DAPI nuclei signal change (viability), lower = more cytotoxic, %;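 whole-well DAPI fluorescence read on a plate reader as a viability signal; minus 50 percent equals half of cells still viable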
The depositor's hits bear a star. A portion of the library, so the mix of outcomes need not match the whole.

1	Cc1ccc(S(=O)(=O)N2CCCCC2)cc1NC(=O)COC(=O)c1cccn1C
2	Cc1ccc2c(c1)-c1cc(C)nn1C(c1sccc1C)N2 (stereo not drawn)
3	O=C(N/N=C/c1cc2c(cc1Br)OCO2)c1ccccn1
4	O=C(/C=C/c1ccc(S(=O)(=O)N2CCOCC2)cc1)NC(CO)C(O)c1ccc([N+](=O)[O-])cc1 (stereo not drawn)
5	CC1(CC(=O)O)SC(=O)NC1=O (stereo not drawn)
6	CC(Sc1nc2ncc(Cl)cc2[nH]1)C(=O)Nc1ccc(C(N)=O)cc1 (stereo not drawn)
7	NC(=O)c1ccccc1NC(=O)c1ccoc1
8	COc1ccc(C(CNC(=O)CNC(=O)c2ccccc2)N2CCCC2)cc1 (stereo not drawn)

entry no.	1	2	3	4	5	6	7	8
TAG inh	3	2	-1	-32	13	10	3	1
TAG inh DAPI viability	9	2	0	4	4	3	4	2

9	CC1CN(CCCCOc2ccc3ccccc3c2)CC(C)O1 (stereo not drawn)
10	CCc1c(C)c(C#N)c2nc3ccccc3n2c1NCc1ccccn1
11	O=c1cc(-c2ccc(C(F)(F)F)cc2)oc2ccccc12
12	CC1CCc2c(sc3ncnc(SC(C)C(=O)NCC4CCCO4)c23)C1 (stereo not drawn)
13	CCCCCSc1nnc2c(n1)OC(c1cccn1C)N(C(C)=O)c1ccccc1-2 (stereo not drawn)
14	CC(=O)C1=C(C)NC2=C(C(=O)c3ccccc32)C1c1ccccc1 (stereo not drawn)
15	O=c1[nH]c2cc([N+](=O)[O-])ccc2c2cc(Br)ccc12
16	CC[C@@]1(C(=O)OC)N[C@H](CN(C)C(=O)c2ccccc2)[C@@H]2C(=O)N(Cc3ccccc3)C(=O)[C@@H]21

entry no.	9	10	11	12	13	14	15	16
TAG inh	-7	-3	5	9	0	3	16	-5
TAG inh DAPI viability	20	7	-6	5	1	4	-3	4

17	COc1ccc(Cl)cc1NC(=O)CCN1C(=O)NC(C)(C)C1=O
18	CCOC(=O)c1sc2nc(SC)nc(-c3ccccc3)c2c1N
19	C=CCOc1ccc(Br)cc1CNC(C)(C)CO
20	CN1CCN(C2=Cc3ccc(Cl)cc3Sc3ccc(F)cc32)CC1
21	CC(C)(C)OC(=O)NCCCCCNC(=O)c1nc[nH]c1C(=O)NCCCCCNC(=O)OC(C)(C)C
22	CC(=O)N1c2ccc(S(=O)(=O)N3CCC(C(=O)NC4CCCC(C)C4C)CC3)cc2CC1C (stereo not drawn)
23	COc1ccc(Cl)cc1NC(=O)CSc1nc(N2CCCCC2)nc(N2CCCCC2)n1
24	COc1ccc2nc(CC(C)(C)CC(=O)O)c[n+]([O-])c2c1

entry no.	17	18	19	20	21	22	23	24
TAG inh	43	8	11	29	3	0	31	1
TAG inh DAPI viability	-2	1	-10	0	-2	-9	25	0

25	CCCCn1c(N)c(N(CCOC)C(=O)Cn2c(=O)oc3ccccc32)c(=O)[nH]c1=O
26	COc1ccccc1-c1ccc(SCc2ccc([N+](=O)[O-])cc2)nn1
27	CCCCCn1c(NCc2ccco2)nc2ccccc21
28	CC(C)(C)c1ccc(C(=O)NCC(=O)OCC(=O)N2CCCC2)cc1
29	CCN1C(=O)[C@H]2[C@@H](c3ccccc3)N[C@]3(CCCN(Cc4ccccc4)C3=O)[C@H]2C1=O
30	O=C(CS(=O)(=O)c1ccc(Cl)cc1)NCCS(=O)(=O)c1ccc(Cl)cc1
31	O=C(Nc1nc2ccc(F)cc2s1)C1=COCCO1
32	CN(C)C(=O)c1cccc(-c2cnc3c(NC=O)cc(-c4cccc(F)c4)cn23)c1

entry no.	25	26	27	28	29	30	31	32
TAG inh	-2	-19	0	-10	-7	0	11	33
TAG inh DAPI viability	5	-3	6	-1	5	-10	13	-17

Single records (already shown):
CN(C)C(=O)c1cccc(-c2cnc3c(NC=O)cc(-c4cccc(F)c4)cn23)c1 is listed with TAG inh: 33; TAG inh DAPI viability: -17
O=C(CS(=O)(=O)c1ccc(Cl)cc1)NCCS(=O)(=O)c1ccc(Cl)cc1 is listed with TAG inh: 0; TAG inh DAPI viability: -10
CC(C)(C)c1ccc(C(=O)NCC(=O)OCC(=O)N2CCCC2)cc1 is listed with TAG inh: -10; TAG inh DAPI viability: -1

Following part:
33	CC(C)=CC(=O)OCC(=O)NC1CCCc2ccccc21 (stereo not drawn)
34	COc1ccc(C2=NN(C(=O)CSc3nc(=O)n4cc(C)ccc4n3)C(c3ccc(C)cc3)C2)cc1 (stereo not drawn)
35	CN1CCN(C(=O)c2c(NC(=O)c3ccco3)sc3c2CCC(C(C)(C)C)C3)CC1 (stereo not drawn)
36	COC(=O)C1=C(C)NC(=O)CC1c1cccc(Cl)c1Cl (stereo not drawn)
37	COc1cc(C)nc(Oc2ccc(=O)[nH]n2)n1
38	O=C(c1ccc2ccccc2c1)C1CCCN(S(=O)(=O)c2cccnc2)C1 (stereo not drawn)
39	CN(C)C(=O)CSc1ccccc1C(=O)OCC(=O)NC1CC1
40	O=C(C[n+]1cn(C(F)F)c2ccccc21)c1ccc(Br)cc1

entry no.	33	34	35	36	37	38	39	40
TAG inh	16	6	-3	-6	-16	5	9	7
TAG inh DAPI viability	4	-7	13	5	-1	3	-3	2

By substructure, the compounds so far containing bromine.
3	O=C(N/N=C/c1cc2c(cc1Br)OCO2)c1ccccn1
15	O=c1[nH]c2cc([N+](=O)[O-])ccc2c2cc(Br)ccc12
19	C=CCOc1ccc(Br)cc1CNC(C)(C)CO
40	O=C(C[n+]1cn(C(F)F)c2ccccc21)c1ccc(Br)cc1

entry no.	3	15	19	40
TAG inh	-1	16	11	7
TAG inh DAPI viability	0	-3	-10	2

Remaining list, next part:
41	Cc1cccc(-c2nn(-c3ccccc3)cc2C(=O)NCC(c2cccs2)N2CCOCC2)c1 (stereo not drawn)
42	CCCCOC(=O)C(C)Oc1ccc(=O)n(-c2ccccc2)n1 (stereo not drawn)
43	CC(Oc1ccccc1F)C(=O)Nc1ccc2ccccc2c1 (stereo not drawn)
44	CCOC(=O)c1c(C)oc2c1c(C=NCC1CCCO1)c(O)c1ccccc12 (stereo not drawn)
45	CCOC(=O)Cn1c(=N)n(CCOc2ccc(Br)cc2)c2ccccc21
46	Cc1cc(C(=O)O)cc(S(=O)(=O)Nc2ccccc2C(=O)NC(C)c2ccccc2)c1C (stereo not drawn)
47	CC(=O)Nc1ccc(NC(=O)CSc2nc(=O)n3cccc(C)c3n2)cc1
48	O=c1c(Br)ccc(Br)cc1Br

entry no.	41	42	43	44	45	46	47	48
TAG inh	5	10	-12	-10	140	-6	2	99*
TAG inh DAPI viability	-5	-5	9	0	-98	0	-1	-45*

49	O=C(OCc1ccc2c(c1)OCO2)c1ccc(S(=O)(=O)N2CCCC2)cc1
50	COc1ccc(OCCCC(=O)Nc2ccc(N3CCOCC3)cc2)cc1
51	O=C(CN1C(=O)NC2(CCc3ccccc32)C1=O)Nc1cccc(F)c1 (stereo not drawn)
52	O=C(c1ccc([N+](=O)[O-])cc1Cl)N1CCN(c2ccccn2)CC1
53	O=C(Nc1ccc(COc2ccccc2)cc1)c1cccc([N+](=O)[O-])c1
54	O=C(NCc1ccccc1)c1cc(C2CCCN(S(=O)(=O)c3cccs3)C2)on1 (stereo not drawn)
55	O=C(CCCN1C(=O)/C(=C/c2ccccc2)SC1=S)Nc1ccccc1O
56	CN(Cc1ccccc1)C(=O)c1ccc(Nc2nc(C(N)Cc3ccc(C(F)(F)F)cc3)cs2)nc1 (stereo not drawn)

entry no.	49	50	51	52	53	54	55	56
TAG inh	3	5	9	6	7	10	-10	11
TAG inh DAPI viability	2	3	-4	0	0	0	-16	26

57	CCCc1noc(-c2ccc(-c3ccccc3)cc2)n1
58	C#CCOc1ccc(/C=N/NC(=O)c2cccnc2)cc1OCC
59	CC(=O)Nc1cc(-c2ccccc2Cl)cn2c(-c3ccc(S(C)(=O)=O)cc3)cnc12
60	Cc1ncc([N+](=O)[O-])n1CC(=O)N/N=C/c1ccccc1F
61	C[C@H]1CN([C@@H](C)CO)C(=O)CCCn2cc(nn2)CO[C@@H]1CN(C)C(=O)C1CCCCC1
62	O=C1CCN(CC2CCCCC2)C=C1C(=O)c1ccccc1
63	COC(=O)C(C)Sc1ccc2nnc(-c3cccc(F)c3)n2n1 (stereo not drawn)
64	CC1(c2ccccc2)NC(=O)N(CC(=O)NCCC2=CCCCC2)C1=O (stereo not drawn)

entry no.	57	58	59	60	61	62	63	64
TAG inh	-31	9	34	-5	-3	-2	4	7
TAG inh DAPI viability	5	3	-2	-9	-3	-9	-1	6

65	O=C(COC(=O)c1ccc(S(=O)(=O)NCc2ccco2)cc1)NCc1ccccc1
66	CCCC(=O)NCCc1cc2c(C)ccc(C)c2[nH]c1=O
67	CC(C)(C)n1nnnc1C(c1cccs1)N(Cc1cccnc1)Cc1ccccc1Cl (stereo not drawn)
68	Cc1ccc(C)c(-n2c(N)c(C(N)=O)sc2=S)c1
69	O=C(O)c1cc(N2C(=O)C3C4C=CC(C4)C3C2=O)ccc1N1CCOCC1 (stereo not drawn)
70	Cc1ccc(C)c(NC(=O)CN(C)C(=O)CN2C(=O)C3CCCCC3C2=O)c1 (stereo not drawn)
71	C1CC1Cc1noc(CN2CCN(C3C4CC5CC(C4)CC3C5)CC2)n1 (stereo not drawn)
72	Cc1ccc2cc(NC(=O)Cc3ccccc3)ccc2n1

entry no.	65	66	67	68	69	70	71	72
TAG inh	4	0	-16	8	4	-7	3	-8
TAG inh DAPI viability	-7	5	13	4	-6	-5	2	6

73	CCOc1ccccc1N1CC(C(=O)Nc2ccc(S(=O)(=O)N3CCCCC3)cc2)CC1=O (stereo not drawn)
74	Cc1ccc2cc(CN(CCN3CCOCC3)Cc3nnnn3Cc3ccco3)c(=O)[nH]c2c1C
75	COc1ccc(C(=O)N=c2sc3ccccc3n2C)cc1
76	NC(=O)C1C2CCC(C2)C1C(N)=O (stereo not drawn)
77	Cc1ccc(NC(=S)NCC2CCN(C(C)c3ccccc3)C2)cc1C (stereo not drawn)
78	O=C(NNC1=C(C(=O)C(F)(F)F)CCC1)c1ccncc1
79	COc1ccc(COC(=O)c2sc3nc4n(c(=O)c3c2C)CCC4)cc1
80	C=CC1=C2C=C(C3CC3)N(CC3CC3)C=C2C(=O)C(C)(OC(=O)c2ccco2)C1=O (stereo not drawn)

entry no.	73	74	75	76	77	78	79	80
TAG inh	-8	19	11	-9	3	0	23	11
TAG inh DAPI viability	3	-29	1	1	3	8	-8	2

81	CCCc1nc2ccccc2n1CCOC
82	Cc1cc2oc(=O)cc(CN3CCN(Cc4ccccc4)CC3)c2cc1Cl
83	Oc1ccc(Cl)cc1C1=NNC(c2cc(Br)cc3c2OCOC3)C1 (stereo not drawn)
84	COc1ccc(/C=C2\SC(=S)N(CCC(=O)Nc3cccc(C(=O)O)c3)C2=O)cc1
85	Cc1cc(C)nc(N(C#N)CCOc2ccccc2)n1
86	O=C(Nc1ccnn1C1CCN(C/C=C/c2ccccc2)CC1)c1ccccc1
87	CCOC(=O)C1=Nc2ccccc2C1=[N+]=[N-]
88	CCOc1ccc(S(=O)(=O)NCCC(=O)Nc2ncccc2C)cc1

entry no.	81	82	83	84	85	86	87	88
TAG inh	8	-45	-1	-5	-30	17	-53	-7
TAG inh DAPI viability	-12	0	15	3	11	-5	-5	8

89	CC(=O)Nc1ccc(NC(=O)c2ccc(COc3ccc(C)cc3)o2)cc1
90	Cc1ccc(S(=O)(=O)NCCNC(=O)c2ccccc2)cc1
91	Cn1ccsc1=NC(=O)c1cc(S(=O)(=O)N2CCOCC2)ccc1Cl
92	O=C(N/N=C/c1ccc(C(F)(F)F)cc1)c1ccncc1
93	O=C(Nc1nnc(-c2ccc(Cl)cc2)o1)C1CCCCC1
94	COC(=O)[C@H](CCSC)NC(=O)c1cccnc1SC
95	Cc1ccc(C(=O)NCCc2csc(-c3cccnc3)n2)cc1

entry no.	89	90	91	92	93	94	95
TAG inh	-7	-5	2	2	18	-2	13
TAG inh DAPI viability	4	-4	-6	1	-3	7	-6

Assay outcomes (PubChem)
